Source: PubChem
PV pol inh: inhibitors of poliovirus RNA polymerase binding and polymerization. P03300. poliovirus polymerase elongation, fluorescence polarization; hits give low values. % elongation, % (compound at 16.7 µg/mL). 0.66% of 150,000 active. AID 588519; in the data active = % elongation below about 90%; note: some results filed as inactive read as strong as hits
Target sequence (P03300 1749-2209 limits assumed): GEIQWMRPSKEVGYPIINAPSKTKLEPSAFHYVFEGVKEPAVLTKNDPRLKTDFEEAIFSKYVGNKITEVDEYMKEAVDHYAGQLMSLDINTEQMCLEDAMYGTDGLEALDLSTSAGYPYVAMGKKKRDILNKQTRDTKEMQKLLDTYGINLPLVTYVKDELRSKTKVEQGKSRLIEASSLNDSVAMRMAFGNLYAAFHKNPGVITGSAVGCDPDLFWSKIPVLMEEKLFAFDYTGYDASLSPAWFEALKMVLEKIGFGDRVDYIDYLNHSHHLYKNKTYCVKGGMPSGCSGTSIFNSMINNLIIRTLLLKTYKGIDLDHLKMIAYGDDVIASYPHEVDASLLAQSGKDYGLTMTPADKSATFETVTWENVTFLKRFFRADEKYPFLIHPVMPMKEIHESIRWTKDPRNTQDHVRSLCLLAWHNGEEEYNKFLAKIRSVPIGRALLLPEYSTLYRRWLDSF
PV pol inh FP z-score: second read-out of PV pol inh, no call of its own (marks repeat the call); z-score; measured here: FP z-score; hits read low
Starred values were filed as active, the others as inactive. A portion of the library; the hit share may differ from the screen's.

molecule	PV pol inh	PV pol inh FP z-score
CC(C)(C(=O)Nc1ccccc1)N(Cc1ccccc1)C(=O)c1ccccc1	100	-0.5
Cc1cc(C)c(NC(=O)CSc2ccnc(=O)[nH]2)c(C)c1	107	0.2
Cn1c(C(=O)NCc2cccc(F)c2)cc2cc(S(=O)(=O)N3CCCCC3)ccc21	113	1
Cc1ccc(C)c(N2CCN(C(=O)c3noc4c3CCCCC4)CC2)c1	110	0.5
CCCCc1ccc(NC(=O)N=S2CCN(C(=O)c3ccc(Cl)cc3)CC2)cc1	106	0.3
Cc1cc(NS(=O)(=O)c2ccc(NC(=O)c3ccccc3F)cc2)nc(C)n1	102	-0.6
Cc1ccc(CCNC(=O)C2(NS(=O)(=O)c3cccc4cccnc34)CCCCC2)cc1	99	-1.5
CCn1cc(C2N3CC4(CC)CN2CC(CC)(C3)C4=O)c2ccccc21 (stereo not given)	106	-0.1
Fc1ccccc1NCc1nnc2n1CCCCC2	100	-0.9
c1ccc(-c2cnc(CSc3nnc(C4CC4)n3C3CC3)o2)cc1	104	0.2
CC1=NN(c2ccccc2)C(=O)/C1=C/c1ccc(-c2ccccc2)o1	99	-0.7
COCCNC(=O)CCCn1c(=O)[nH]c2ccsc2c1=O	106	0.2
CCCCN1C(=O)C2NN=C(C(=O)OC)C2C1=O (stereo not given)	100	0.2
CNS(=O)(=O)c1ccc(C(=O)NCC(=O)O)cc1	103	0
Nc1cccc(-c2nc3ccccc3o2)c1	108	0.5
Cc1cccc(N2CC(C(=O)NC3CCCCCC3)CC2=O)c1C (stereo not given)	107	0.6
O=C(NC(=O)N1CCCCC1)c1ccc(-c2csnn2)cc1	111	1.2
COc1ccccc1C1C(C#N)=C(N)Oc2c1c(=O)sc1ccccc21 (stereo not given)	100	-0.4
CCCCCS(=O)(=O)N1C(=O)CSC1=Nc1ccccc1	101	-0.2
CCOC(=O)c1ccc(NC2=CC(c3ccc(O)c(OCC)c3)N(c3ccc(C(=O)OCC)cc3)C2=O)cc1 (stereo not given)	106	0.5
CC(=O)Nc1ccc(C(=O)N2CCOCC2)cc1	101	-0.1
COc1ccc(-c2ccc(CNCCCSc3nnnn3C)o2)cc1Cl	101	-1.2
COc1ccccc1-c1nc2c(c(SCc3cccc(Cl)c3)n1)Cc1c(CO)cnc(C)c1O2	113	1.3
O=c1oc2cc(O)ccc2c2c1CCCCC2	96	-0.3
COc1cc(-c2nnc(CN3C(=O)C4CC=CCC4C3=O)o2)cc(OC)c1OC (stereo not given)	103	0.1
O=C(Cn1cc(SCc2ccccc2)c2ccccc21)N1CCCC1	104	0.5
S=C(NC(Cc1ccccc1)c1ccccc1)NC1CC2C=CC1C2 (stereo not given)	108	1.1
Cc1ccc2c(c1)c(=O)c1ccccc1n2CCCC(=O)Nc1ccc(C)c(F)c1	111	0.8
CC(C)(C)C(=O)NCCSc1nnnn1-c1ccccc1	103	0.3
COc1ccc(NS(=O)(=O)c2cc3c4c(c2)CC(=O)N4CCC3)cc1Cl	98	-2

Next part:
molecule	PV pol inh	PV pol inh FP z-score
COc1ccccc1NC(=O)N1CCC(CN2CCc3ccccc3C2)CC1	108	0.8
CCC(C)NC(=O)C1CCN(C(=O)c2cc3sccc3n2Cc2ccc(Cl)cc2)CC1 (stereo not given)	106	-0.1
CCOC(=O)C1CCN(C(=O)C2COc3ccccc3C2)CC1 (stereo not given)	101	-1.4
N#CCNC(=O)COc1ccc(Cl)cc1	99	-0.4
O=C(Nc1ccc2c(c1)OCC(=O)N2Cc1ccccc1F)NC1CCCCC1	100	-0.6
Cc1cc(=O)n(CC(=O)Nc2ccc(Cl)c(Cl)c2)c(-n2nc(C)cc2C)n1	99	-1.6
COC(=O)c1ccsc1NC(=O)c1ccsc1NC(=O)c1cccnc1	100	-0.4
O=C(CCc1nnc2ccc(N3CCC4(CC3)OCCO4)nn12)Nc1ccc2c(c1)OCO2	101	-0.1
CCC(Cn1nnc2ccccc2c1=O)NC(=O)Nc1ccccc1Cl (stereo not given)	106	-0.1
CCc1nc2cc(Cl)c(Cl)cc2[nH]1	99	-0.1
CC(=O)N1CCc2c(sc3c2c(=O)n(-c2ccccc2)c(=O)n3CC(=O)Nc2ccccc2C)C1	100	-1.3
Cc1cc(C)c2c(=O)n(-c3ccccc3)[nH]c2n1	101	-0.6
CNc1c(NC(=O)CC(=O)OC)c(=O)oc2ccccc12	102	0.3
COc1ccccc1CCNC(=O)CCc1c(C)c2cc3c(C)c(C)oc3cc2oc1=O	111	0.7
CC(=O)OC1CCC2C3CCc4cc(O)ccc4C3CCC12C (stereo not given)	103	0.6
O=C(Nc1nnc(-c2ccccc2)o1)c1ccccc1	107	1.5
N#Cc1cc2c(=O)n3ccccc3nc2n(C2CCCC2)c1=N	102	0.2
COCCN(Cc1ccccc1)C(=O)C1CC(=O)N(c2cc(C)ccc2OC)C1 (stereo not given)	104	-0.1
COC(=O)c1cc2c(=O)n3ccccc3nc2n(CCCO)c1=N	103	0.3
CC1(C)CC(=O)C2=C(C1)OC(c1cccs1)C(C#N)=C2N (stereo not given)	102	0.1
Cc1cnc(C(=O)NCC23CC4CC(CC(C4)C2)C3)cn1	111	0.3
O=c1c2ccccc2[nH]c(=S)n1-c1cc(C(F)(F)F)cc(C(F)(F)F)c1	105	0.1
Cc1ccc(CNC(=O)c2cc3c(s2)-c2c(C)cccc2OC3)cc1	110	1.5
COc1ccc2c(c1)sc1ncc(C(=O)NCc3ccc(OC(C)C)cc3)c(=O)n12	112	0.5
Cc1cc(C)c(NS(=O)(=O)c2ccc(-c3coc(C)n3)cc2)c(C)c1	110	0.7
O=C(/C=C1/Sc2ccccc2N(Cc2ccccc2F)C1=O)N1CCCC1	99	-0.4
Cc1ccccc1-c1nnc(N(C(=O)C2CC2)C2CCCC2)s1	105	1
CN(C)S(=O)(=O)c1ccc(SCCCn2c(=O)[nH]c3ccccc32)nc1	99	-0.4
CCS(=O)(=O)c1ncc(Cl)c(C(=O)N2CCN(c3ccc(OC)cc3)CC2)n1	117	0.2
O=C(O)c1ccc2nc(-c3cc4cc(Cl)ccc4oc3=O)[nH]c2c1	105	-0.1

Following part
molecule	PV pol inh	PV pol inh FP z-score
CC(=O)N[C@@H](Cc1ccccc1)C(=O)NN	101	-0.3
CCOC(=O)c1cc2sccc2n1CC(=O)OCC(=O)NCc1ccco1	102	-0.1
COc1ccc(CCNC(=O)C2CCN(Cc3nc(-c4ccc(OC)c(OC)c4)oc3C)CC2)cc1OC	107	0.3
Cc1cccc(Cl)c1NC(=O)N1CCCN(c2ccc(C(F)(F)F)cn2)CC1	103	0.6
COc1ccc(CCNC(=O)CSc2cn(CCNC(=O)c3ccc(OC)c(OC)c3)c3ccccc23)cc1OC	108	0.9
CC(OC(=O)C1CCN(S(=O)(=O)c2cccs2)CC1)C(N)=O (stereo not given)	101	0
Cc1ccc(CNC(=O)Cn2c(=O)ccc3cc(S(=O)(=O)N4CCC(C)CC4)ccc32)cc1	102	-1.2
Cn1c(=S)n(CN2CCC(c3ccccc3)CC2)c2ccccc21	102	0
Cc1ccc(NC(=O)C(c2ccccc2)N2Cc3ccccc3C2=O)cc1Cl (stereo not given)	110	0.6
CS(=O)(=O)N1CCCC(C(=O)Nc2ccccc2)C1 (stereo not given)	102	0.7
CC(C)c1nc2ccccc2c(=O)[nH]1	102	-0.2
Cc1ccc(S(=O)(=O)N2CCC(C)CC2)cc1C(N)=O	104	0.6
Cc1c(-c2nc3ncc(Br)cc3[nH]2)cc(C#N)n1C	112	1.4
COC(=O)c1ccc(CSc2nc3ccncc3[nH]2)cc1	105	1.1
COc1ccc(C)cc1NC(=O)Nc1cc(C(=O)NCc2ccc(C)cc2)ccc1N1CCCC1	100	-1
NNC(=O)c1cc(NS(=O)(=O)c2cccs2)cc(NS(=O)(=O)c2cccs2)c1	108	0.2
C/C(N)=N/C(=S)Nc1ccc(Cl)cc1	99	-1.6
COc1ccc(Cl)cc1NC(=O)Cn1c2ncccc2c(=O)n1-c1ccc(C)c(C)c1	108	0.1
COc1ccc(NC(=O)C2CCN(c3nc(-c4ccc(OC)cc4)no3)CC2)cc1	103	0.9
CCOc1nc(NC(=O)NS(=O)(=O)Oc2cccc(F)c2)nc(-c2ccccc2)n1	107	0.6
CCn1c(=N)c(C(=O)NCc2ccccc2)cc2c(=O)n3cccc(C)c3nc21	112	0.2
CCN1CCc2c(sc(-n3cccc3)c2C(C)NC(=O)Nc2ccc(Br)c(C)c2)C1 (stereo not given)	102	0.3
O=c1[nH]c(CSCCO)nc2c1C1(CCCCC1)Cc1ccccc1-2	105	1.3
Cc1ccccc1C(=O)Nc1sc2c(c1C(=O)N1CCCCC1)CCC(C(C)(C)C)C2 (stereo not given)	105	0.1
Cc1cccc2cc(CN(Cc3ccco3)Cc3nnnn3CCc3ccccc3)c(=O)[nH]c12	101	-0.3
Cn1c(Cc2cccs2)nnc1SCCN1C(=O)c2ccccc2C1=O	105	0.3
COc1ccccc1NC(=O)c1c(C)[nH]c(=S)c(C#N)c1-c1ccc(C)o1	100	-0.1
COc1cccc(C(=O)Nc2cccc(-c3ccc(N4CCN(C)CC4)nn3)c2)c1	103	0.2
O=C(COc1cccc(NC(=O)c2ccco2)c1)c1ccccc1	106	0.4
COc1cc(NC(=O)c2sc3nc4n(c(=O)c3c2C)CCCCC4)cc(OC)c1OC	112	1

3 compounds from above, arranged by SMILES length, falling.
molecule	PV pol inh	PV pol inh FP z-score
O=c1[nH]c(CSCCO)nc2c1C1(CCCCC1)Cc1ccccc1-2	105	1.3
Cc1ccc(S(=O)(=O)N2CCC(C)CC2)cc1C(N)=O	104	0.6
CC(C)c1nc2ccccc2c(=O)[nH]1	102	-0.2

Further compounds
molecule	PV pol inh	PV pol inh FP z-score
O=S(=O)(CS(=O)(=O)Sc1ccc(Cl)cc1)Sc1ccc(Cl)cc1	99	-0.8
CCOc1ccccc1CNC(=O)c1cnn(-c2ccc(C)cc2)c1-n1cccc1	101	-1.5
CC(=O)N1CCN(C2c3cccc4cccc(c34)C2NS(=O)(=O)c2ccccc2)CC1 (stereo not given)	102	0
CCN(c1ccccc1)c1ccc2cc(S(=O)(=O)N3CCCC3)ccc2n1	109	0.5
COc1ccc(OC)c(NC(=O)c2sc3nc4c(cc3c2N)CCCCCC4)c1	115	0.7
O=C(Nc1ccc(-n2cnnn2)cc1)C1CCN(C(=O)/C=C/c2ccccc2)CC1	102	-0.2
O=c1c2c(-c3cccs3)csc2ncn1/N=C/c1ccccc1F	106	0.6
Cc1cc(C)c(NC(=O)CSc2nc(-c3ccc(F)cc3)nc3c2Cc2c(CO)cnc(C)c2O3)c(C)c1	111	0.9
COc1ccc(NC(=O)c2ccc3ccccc3c2OC)cc1	97	-0.5
CCn1nnc2cc(C(=O)Nc3ccc(N4CCCC4)cc3)ccc21	100	-0.1
CCC(=O)Nc1c2c(nn1C(C)(C)C)CSC2	100	-0.1
Cc1ccc(CNC(=O)CSc2nc3ccccc3nc2Cc2ccc(C)cc2)cc1	99	-1.6
N#C/C(=C\c1ccoc1)S(=O)(=O)c1ccccc1	102	0.9
O=C(CN1CCN(S(=O)(=O)c2ccc3c(c2)OCCO3)CC1)N(Cc1ccccc1)Cc1ccccc1	104	0.3
CCOc1ccc(Br)cc1C1CC(=O)Nc2c1ccc(C)c2C (stereo not given)	101	-0.2
COc1ccc(N2C(=S)SC3CS(=O)(=O)CC32C)cc1 (stereo not given)	103	0.3
Cc1ccc2oc(=O)n(CCNC(=O)Nc3ccccc3Cl)c2c1	98	-2
O=C1Nc2ccccc2C1Cc1ccccn1 (stereo not given)	101	-0.5
COc1ccc2c(c1)CC(C(=O)NCCCN1CCN(c3cccc(Cl)c3)CC1)CO2 (stereo not given)	102	-1.1
Clc1ccccc1N1CCN(Cc2nnc(-c3ccccc3)o2)CC1	107	0.2
Cc1ccc2c(c1)nnn2C1CCN(C(=O)N(c2ccccc2)c2ccccc2)CC1	101	0.1
CCOCCCn1c(=N)c(C(=O)NC(C)c2ccccc2)cc2c(=O)n3cccc(C)c3nc21 (stereo not given)	106	-0.7
CC(C)CC(=O)Nc1ccc(-c2cn3cccnc3n2)cc1	99	-0.5
OCCNc1nc(-c2ccccc2)c(-c2ccccc2)s1	103	0.8
COc1cccc2sc(N(Cc3cccnc3)C(=O)COc3ccccc3)nc12	104	-0.6
Cc1ccc(NC(=S)N(CC(N)=O)C(C)C)cc1C	97	-0.6
Cc1cc(C(=O)OCC(=O)N2CC(C)CC(C)C2)c(C)o1 (stereo not given)	103	0.1
Cc1ccccc1-c1noc(-c2ccc(NC3CCCC3)c([N+](=O)[O-])c2)n1	110	0.4
Cc1ccccc1C(=O)Nc1cccc(-c2cn3cccnc3n2)c1	109	0.5
COc1ccc(N=Cc2ccc(-c3ccccc3)o2)cc1	103	1.1
CCCCOC(=O)c1ccc(NC(=O)/C(C#N)=C/c2ccc(-c3ccccc3)o2)cc1	114	1.1
O=C(Cn1c(=O)ccc2cc(S(=O)(=O)N3CCCC3)ccc21)Nc1ccc(Cl)cc1	102	-1.2

Full records, quoted from the list.
CCOc1ccc(Br)cc1C1CC(=O)Nc2c1ccc(C)c2C (stereo not given) is listed with PV pol inh: 101; PV pol inh FP z-score: -0.2
Cc1ccc2c(c1)nnn2C1CCN(C(=O)N(c2ccccc2)c2ccccc2)CC1 is listed with PV pol inh: 101; PV pol inh FP z-score: 0.1
Cc1ccc(CNC(=O)CSc2nc3ccccc3nc2Cc2ccc(C)cc2)cc1 is listed with PV pol inh: 99; PV pol inh FP z-score: -1.6
